G6PDH counter: counter-screen for G6PDH assay hits: L. mesenteroides G6PDH inhibition; inhibition, % at 5 µM; 200,000 compounds, 0.12% hits; Purified L. mesenteroides G6PDH, diaphorase/resazurin coupled fluorescence, 45 min; AID 1020; in the data active means inhibition above about 50%
APP 5UTR inh: APP translation inhibition; SH-SY5Y APP 5'UTR-luciferase reporter, luminescence; inhibition, % at 2 µM; 190,000 compounds, 0.82% hits;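 active means inhibition above a set limit, derived from the sample mean plus 3 SD, cut at about 45% in these data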; further: values of inactives mirror those of a sister screen read the other way
STAT3 blocker: reduces IL-6 driven STAT3 reporter signal; inhibition, % at 5.5 µM; AID 862; 190,000 compounds, 0.89% hits; U3A cells, IL-6 STAT3-luciferase reporter, luminescence; host cell line lacks STAT1;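 active means inhibition above the mean inhibition across all screened compounds plus 3 SD, cut at about 44% in these data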;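 further: 0% = DMSO only wells and 100% = 100 µM nifuroxazide control wells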
STAT3 activator: increases IL-6 driven STAT3 reporter signal. U3A cells, IL-6 STAT3-luciferase reporter, luminescence; 100% = signal with IL-6 EC80 alone. activation (% of control), % at 5.6 µM. 190,000 compounds, 0.91% hits. AID 871;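 active means activation above the screen-wide mean of compound activation plus 3 SD, cut at about 130% in these data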;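 further: 0% = background luminescence of wells with medium and substrate only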
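Test system: human U3A cells carrying STAT3-luciferase construct; control set: IL-6-only wells as 100% reference; timing: compound pre-incubation 1 h before IL-6, then 6 h stimulation at 37 °C; also added: IL-6 stimulus at 33 ng/mL final; evaluation: % activation versus median of IL-6-stimulated wells; detection: reporter luminescence signal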
Diaph inh CS: inhibits diaphorase or chemically oxidizes, flagging diaphorase assay artifacts; 190,000 compounds, 0.69% hits; AID 1217; diaphorase resazurin-to-resorufin fluorescence, NADH, 16 min; bacterial (C. kluyveri) enzyme, not human; inhibition, % at 20 µM;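 active means primary screen inhibition at 20 µM above a set limit, cut at about 50% in these data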;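 further: plate controls were DMSO with full reaction for no effect and wells lacking NADH for full effect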
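Test system: Clostridium kluyveri diaphorase enzyme / Quantity: diaphorase at 0.14 U/mL in enzyme working solution / Incubation: 16-min room-temperature incubation before reading / Benchmarks: NADH-free wells as positive control, DMSO-only neutral wells / Signal: resorufin fluorescence 544/590 nm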
TLR4-MyD88 BLA: inhibitors of human TLR4-MyD88 binding; inhibition, % at 8.4 µM; HeLa CL3-4 TLR4/MyD88 BLA complementation, FRET ratio; 200,000 compounds, 0.18% hits; O00206+Q99836; in the data active means inhibition above about 25%;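 further: 0% = vehicle and 100% = reference inhibitor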
Target sequence (O00206 whole entry, looked up): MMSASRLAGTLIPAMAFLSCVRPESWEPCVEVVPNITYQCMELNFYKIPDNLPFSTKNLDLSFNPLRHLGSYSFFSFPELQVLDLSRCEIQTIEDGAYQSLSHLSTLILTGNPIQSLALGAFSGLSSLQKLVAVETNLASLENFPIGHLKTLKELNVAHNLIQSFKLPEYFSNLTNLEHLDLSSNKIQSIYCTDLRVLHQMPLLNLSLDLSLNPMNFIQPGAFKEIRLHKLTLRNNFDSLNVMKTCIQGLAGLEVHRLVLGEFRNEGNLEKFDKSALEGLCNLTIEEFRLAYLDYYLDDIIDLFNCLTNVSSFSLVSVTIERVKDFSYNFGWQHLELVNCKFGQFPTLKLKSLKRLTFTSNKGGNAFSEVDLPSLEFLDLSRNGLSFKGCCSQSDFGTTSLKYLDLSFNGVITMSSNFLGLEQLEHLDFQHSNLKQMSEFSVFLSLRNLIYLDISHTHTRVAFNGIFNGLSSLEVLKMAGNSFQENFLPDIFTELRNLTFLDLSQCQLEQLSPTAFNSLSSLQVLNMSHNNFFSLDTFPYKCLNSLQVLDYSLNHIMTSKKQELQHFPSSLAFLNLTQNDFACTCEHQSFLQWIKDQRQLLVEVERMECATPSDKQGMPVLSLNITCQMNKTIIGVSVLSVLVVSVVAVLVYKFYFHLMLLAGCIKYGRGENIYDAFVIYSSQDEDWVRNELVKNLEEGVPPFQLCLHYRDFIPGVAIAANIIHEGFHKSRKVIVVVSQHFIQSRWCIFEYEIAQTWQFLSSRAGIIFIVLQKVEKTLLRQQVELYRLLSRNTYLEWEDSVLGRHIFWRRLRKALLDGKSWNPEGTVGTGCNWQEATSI
Target sequence (Q99836 whole entry, looked up): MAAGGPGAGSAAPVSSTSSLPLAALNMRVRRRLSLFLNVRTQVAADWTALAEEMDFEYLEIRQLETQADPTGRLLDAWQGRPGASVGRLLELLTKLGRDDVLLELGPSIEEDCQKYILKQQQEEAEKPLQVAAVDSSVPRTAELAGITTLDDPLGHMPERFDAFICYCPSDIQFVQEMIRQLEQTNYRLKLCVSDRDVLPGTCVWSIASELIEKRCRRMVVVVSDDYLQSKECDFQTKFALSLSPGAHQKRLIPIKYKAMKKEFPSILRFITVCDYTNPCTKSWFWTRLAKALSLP
Hsp70 act: transcriptional activators of Hsp70; HeLa Hsp70 promoter luciferase reporter, luminescence; scaled: vehicle 0, proteasome-inhibitor control 100%; activation, % at 10 µM; 200,000 compounds, 0.04% hits; AID 1203;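 active means activation above the mean across all tested compounds plus 3 SD, cutoff set per campaign, cut at about 5.5% in these data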;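 further: 100% = MG132 at 30 µM as the positive control and 0% = DMSO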
Diaph act CS: diaphorase activation or chemical reduction counter-screen | Diaphorase/resazurin coupled assay, resorufin fluorescence, 16 min; hits give high values; 1 = vehicle wells, 0 = NADH-free wells | activation factor at 20 µM | 190,000 compounds, 0.005% hits;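 active means diaphorase activity raised at least twofold by the compound at 20 µM; inactive means activation factor below 2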
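Material: Purified diaphorase enzyme from Clostridium kluyveri | Buffer or medium: 50 mM HEPES pH 7.4 with 4.542 mM MgCl2, 0.005% Tween 20 | Times: 16 min enzyme reaction, ambient temperature | Signal: Red resorufin fluorescence at 544/590 nm excitation/emission | Measure: Increased resorufin signal from activators or reducing compounds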
STAT1 activator: STAT1 signaling activation | NIH 3T3 STAT1-luciferase reporter, IFN-gamma, luminescence; 100% = IFN-gamma alone, no compound | activation (% of control), % at 5.5 µM | 200,000 compounds, 2.6% hits | AID 932;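 active means activation above the screen-wide mean activation plus 3 SD, cut at about 130% in these data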;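 further: raw ratio to IFN-gamma control signal so 100% means no change and 0% no light; values of inactives mirror those of a sister screen read the other way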
STAT1 blocker: inhibitors of IFN-gamma induced STAT1 signaling; NIH 3T3 STAT1-luciferase reporter, luminescence; inhibition, % at 5.5 µM; 200,000 compounds, 0.35% hits; AID 920;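 active means inhibition above a set limit, the mean inhibition across all tested compounds plus 3 SD, cut at about 34% in these data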;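 further: 0% = IFN-gamma with DMSO and 100% = IFN-gamma with 300 µM nifuroxazide; values of inactives mirror those of a sister screen read the other way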
* marks the source's active call; other numbers are inactive results; x = no result given.

compound	G6PDH counter	APP 5UTR inh	STAT3 blocker	STAT3 activator	Diaph inh CS	TLR4-MyD88 BLA	Hsp70 act	Diaph act CS	STAT1 activator	STAT1 blocker
Cc1cc(CNC(=O)CC2C(=O)NCCN2CC(c2ccccc2)c2ccccc2)on1 (centres undefined)	10	-6	11	94	-9	4	-0.2	1.1	94	5
CCOc1ccc2nc(SCC(=O)Nc3ccc4c(c3)OCO4)sc2c1	4	6	14	92	12	-21	-0.5	0.9	93	7
O=C(OC(C(=O)Nc1ccc(Cl)c(C(F)(F)F)c1)c1ccccc1)C1=COCCO1 (centres undefined)	1	15	-1	99	31	2	-0.4	0.7	99	4
CC(=O)C1=C(O)C(=O)N(CC(=O)O)C1c1ccccc1Cl (centres undefined)	2	17	3	102	12	-11	-0.4	0.9	105	-5
Cc1cc(C)nc(NS(=O)(=O)c2ccc(NC(=O)c3cccs3)cc2)n1	12	9	-7	107	-4	5	-0.2	1	93	3
Oc1ccccc1-c1nc2cnccn2c1Nc1ccc2c(c1)OCCO2	5	-7	-2	106	8	-1	-0.4	0.9	92	9
Cc1nc2ccccn2c1C(=O)NCc1ccc2c(c1)OCO2	-6	6	17	87	10	-3	-0.3	0.9	82	19
CCOc1ccc2c(c1)-c1c(ssc1=S)C(C)(C)N2C(=O)CSC1=NCCS1	4	6	-12	108	15	-1	0.1	0.8	94	6
CCCn1c(CN2CCCCC2C)nc2c1c(=O)n(C)c(=O)n2C (centres undefined)	-14	-7	-4	104	4	5	0.0	1	104	-3
Cc1cccc(CSc2nc3[nH]ncc3c(=O)[nH]2)c1	2	-47	2	102	-2	-4	-0.3	1	109	-10
CCc1cccc(CC)c1NC(=S)NCCc1c(C)[nH]c2ccc(C)cc12	21	-3	-5	104	26	0	-0.2	0.7	104	-4
COc1cc(C)c(NC(=S)Nc2ccc(Cl)c(Cl)c2)cc1OC	-4	0	10	94	4	3	-0.4	1	97	4
C=CCNC(=O)NC(=O)COC(=O)CC(NC(N)=O)c1ccc(Cl)cc1 (centres undefined)	-9	12	-5	102	12	12	-0.1	0.9	107	-5
O=C1c2ccccc2NC(c2cccc(F)c2)N1Cc1ccco1 (centres undefined)	-16	8	4	99	19	-12	0.1	0.8	100	0
O=C(Cc1ccc2c(c1)OCCO2)N1CCN(c2ccccc2)CC1	0	-2	9	99	16	-4	0.1	0.8	104	-4
COC(=O)c1ccccc1NC(=O)c1cccc(COc2ccccc2Cl)c1	3	-87	16	87	7	-4	0.9	0.9	117	-19
CSc1nc(C)c(CCOC(=O)c2ccccc2)c(=O)[nH]1	-2	-4	10	97	14	3	0.4	0.9	101	-1
Cc1cc(S(=O)(=O)NCC(C)C)ccc1OCC(=O)NCc1ccccn1	-6	5	8	97	0	3	-0.3	1	94	6
O=C(CC(=O)N1CCN(c2ccccn2)CC1)Nc1ccc2nc3n(c(=O)c2c1)CCCCC3	6	3	11	98	29	-1	0.1	0.7	101	-1
O=C(CN1CCC(NC(=O)c2ccco2)CC1)Nc1ccccc1[N+](=O)[O-]	9	-4	-40	138*	-9	10	0.2	1.1	92	6
Cc1cc(NC(=O)CSc2n[nH]c(=O)[nH]c2=O)ccc1Br	-2	-11	4	101	3	6	-0.1	1	119	-24
COc1ccc(N)cc1-n1c(C)ccc1C	44	-16	4	99	43	2	-0.2	0.6	108	-10
Cc1ccnc(NC(c2cccnc2)c2ccc3cccnc3c2O)c1 (centres undefined)	3	7	12	97	30	-6	-0.2	0.7	89	10
O=C1/C(=C/c2ccccn2)SC(=S)N1NS(=O)(=O)c1ccccc1	3	-9	16	95	18	-10	-0.1	0.8	103	-4
CC(C)CCSc1nc2c(c(=O)[nH]c(=O)n2C)n1CCCc1ccccc1	9	-6	5	100	8	7	-0.2	0.9	100	0
CC(C)(C)C(=O)Cn1nc(Cl)nc1Cl	3	-12	5	97	-9	-6	0.0	1.1	96	3
COC(=O)C1=C(C)N(CCc2ccc(OC)cc2)C(=O)C1	5	0	23	83	-8	-1	0.0	1.1	97	3
O=C(OCC(=O)N1CCc2ccccc21)c1ccc[n+]([O-])c1	2	7	-18	117	3	2	-0.5	1	93	0
CCOC(=O)CSc1nnc(CSc2nc3sc4c(c3c(=O)[nH]2)CCCC4)n1-c1ccccc1	8	-18	2	101	25	-1	-0.4	0.8	97	3
O=C(c1cccs1)N1N=C(c2ccccc2)CC1c1ccccc1O (centres undefined)	12	8	3	102	14	-14	0.3	0.9	95	4
CCCCCCC(=O)N1CCN(c2cc3c(cc2F)c(=O)c(C(=O)O)cn3CC)CC1	x	0	-10	112	x	-7	0.1	x	107	-8
COc1ccc(C(CNC(=O)CN2C(=O)NC3(CC(C)CC(C)(C)C3)C2=O)N2CCOCC2)cc1 (centres undefined)	-1	-5	3	100	16	2	-0.2	0.8	95	6
Cc1nn(-c2ccccc2)c(/N=C/c2ccccc2O)c1-c1ccccc1	10	-49	1	97	2	-22	0.5	1	119	-21
Nc1cccc(-n2cccc2)c1	11	-13	-2	103	21	-2	-0.1	0.8	102	-5
Cc1nn(CC(=O)O)c(C)c1Cl	-2	x	-2	101	7	-13	-0.3	0.9	107	-6
CCc1ccc(NC(=S)N(CCN2CCOCC2)Cc2ccccc2F)cc1	3	-12	3	104	3	-6	-0.1	1	102	-3
O=C(O)c1ccc2nc(C(F)(F)F)[nH]c2c1	-2	22	3	102	18	-1	-0.3	0.8	102	-3
CC1=CC(C)(C)[N+](C)=CN1c1ccccc1	1	6	-1	102	-2	4	-0.1	1	101	-1
CCOC(=O)C1CSC(CC(=O)Nc2ccc(Cl)cc2)C(=O)N1 (centres undefined)	-2	0	7	96	15	4	-0.1	0.9	97	3
CC1CCCC(NCC(O)COC(c2ccc(F)cc2)c2ccc(F)cc2)C1C (centres undefined)	9	-17	-5	107	10	19	-0.2	0.9	85	16
CCN(CC)S(=O)(=O)c1cc(-c2nnc(-c3ccc(Br)cc3)o2)ccc1Cl	5	-8	34	75	20	4	-0.1	0.8	102	-2
CCOC(=O)c1c(NC(=O)CN2CCN(C(=O)c3ccco3)CC2)sc2c1CCCC2	8	1	-6	108	27	-18	-0.3	0.7	105	-6
COCCNC(=O)C(c1ccc(C)o1)N(C(=O)C(=O)NC1CCCCC1)c1ccc(F)cc1 (centres undefined)	11	-5	-2	104	x	-4	-0.2	x	101	-2
CCN(CCn1cccn1)C(=O)CC1C(=O)NCCN1Cc1ccc(OC)c(OC)c1 (centres undefined)	12	-15	7	99	x	11	-0.2	x	101	-1
CCOC(=O)c1[nH]nc2c1C(=O)N(Cc1ccccc1)C2=O	3	-10	3	106	15	4	-0.3	0.8	103	-3

Some of the entries so far, field by field:
CCN(CCn1cccn1)C(=O)CC1C(=O)NCCN1Cc1ccc(OC)c(OC)c1 (centres undefined)
  G6PDH counter: 12 | APP 5UTR inh: -15 | STAT3 blocker: 7 | STAT3 activator: 99 | Diaph inh CS: x | TLR4-MyD88 BLA: 11 | Hsp70 act: -0.2 | Diaph act CS: x | STAT1 activator: 101 | STAT1 blocker: -1

CCOC(=O)c1[nH]nc2c1C(=O)N(Cc1ccccc1)C2=O
  G6PDH counter: 3 | APP 5UTR inh: -10 | STAT3 blocker: 3 | STAT3 activator: 106 | Diaph inh CS: 15 | TLR4-MyD88 BLA: 4 | Hsp70 act: -0.3 | Diaph act CS: 0.8 | STAT1 activator: 103 | STAT1 blocker: -3

(listing goes on)
compound	G6PDH counter	APP 5UTR inh	STAT3 blocker	STAT3 activator	Diaph inh CS	TLR4-MyD88 BLA	Hsp70 act	Diaph act CS	STAT1 activator	STAT1 blocker
C=CCNC(=S)N/N=C(\C)c1ccc(-n2ccnc2)cc1	-9	6	4	103	5	-9	-0.2	1	103	-3
Cc1ccc(NC(=O)C2CCN(C(=O)c3ccccc3C)CC2)cc1	8	0	-6	103	14	-4	-0.2	0.9	94	7
Cc1ccc(NC(=O)NC2(C(=O)NCc3ccco3)CCCCC2)cc1	21	-13	5	101	11	-2	-0.4	0.9	93	8
O=S(=O)(c1ccc(Cl)s1)N1CCN(Cc2ccccc2)CC1	-7	6	-18	119	24	2	-0.2	0.8	102	-1
O=C(CCSCc1ccccc1Cl)NC1CCCCC1	11	-20	3	104	13	-4	0.1	0.9	114	-16
COc1cc(/C=C/C(=O)Nc2ccc3nc4n(c(=O)c3c2)CCCC4)cc(OC)c1OC	-1	-10	29	83	2	8	-0.1	1	69	34
Cn1c(=O)c(C(=O)CSc2nnc(Nc3ccccc3)s2)c(N)n(Cc2ccccc2)c1=O	-5	-11	25	83	1	9	-0.3	1	90	11
O=C(Nc1ccc(Cl)c(C(F)(F)F)c1)NC1CC2CCCC(C1)N2C1CC1 (centres undefined)	x	0	12	93	x	-15	-0.3	x	96	5
O=C(NCc1ccccc1)N(Cc1cc2cc3c(cc2[nH]c1=O)OCO3)CC1CCCO1 (centres undefined)	0	2	8	97	10	-6	-0.4	0.9	94	4

Screening data: PubChem, several laboratories
